Compound activity (PubChem)
FN deposit inh: inhibitors of fibronectin matrix deposition, primary screen, AH1F cells, Alexa488-fibronectin fluorescence, plate reader; AID 743247, 2014; 350,000 compounds, 0.086% hits; inhibition, % at 12.6 µM; AH1F fibroblasts, overnight;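 active = mean inhibition across replicates of 30% or more, regardless of how many single replicates reach that level; inconclusive = mean under 30% yet at least half of replicates reach 30%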;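 note: positive control wells lacked labelled fibronectin entirely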
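Material – AH1F fibroblast monolayer, labelled fibronectin deposition · Reagent – labelled fibronectin 24 nM · Timing – 1 h adhesion, overnight exposure · Measured by – fluorescence at 485 nm excitation, 525 nm emission · Read-out – inhibition of fibronectin deposition signal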
Xi reactivation: activators of inactive X chromosome reactivation, primary screen, imaging, XiGFP fibroblasts, GFP high-content imaging, set 2. XiGFP mouse fibroblasts, % GFP-positive cells imaging, 3 d; cells co-treated with 5-aza-dC sensitizer; scaled so ellipticine positive control = 100%. activation, % at 7.58 µM. 360,000 compounds, 0.055% hits;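 active = mean normalized replicate activation at least 10% and every replicate at or above 10%; inconclusive = only one of the two criteria met; inactive = mean below 10% and not all replicates reach 10%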;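 note: 0% = median of on-plate neutral control wells and 100% = ellipticine 6 µM median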
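System: SV40-immortalized XiGFP fibroblast cells, line 68-5-11 / Incubation: 3-day compound exposure, then 15 min fixation at room temperature / Compound: single concentration per compound, delivered by pin transfer / Buffer or medium: DMEM plus 5-aza-dC sensitizer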
Numbers without * were called inactive; ? = inconclusive; & = joins results of further samples.

SMILES | FN deposit inh | Xi reactivation
COc1cccc(NC(=O)N(C)C[C@H]2OCc3ccccc3-c3ccccc3C(=O)N([C@@H](C)CO)C[C@@H]2C)c1 | 5.4 | 0.7
Cc1ccc(NC(=S)N2CCn3cccc3C2c2cccnc2)cc1 (centres undefined) | 0.7 | -0.3
Cc1nn(CC(=O)Nc2ccccn2)c(C)c1Br | 2.0 | 0.3
CCC(=O)N1[C@H](CO)[C@@H](c2ccccc2)C12CN(C(=O)CN1CCOCC1)C2 | -4.0 | 0.1
O=C(Nc1cc(=O)[nH]c(=O)[nH]1)c1cccc(Br)c1 | 5.1 | 0.1
COc1ccccc1N/C=C/c1onc(C)c1[N+](=O)[O-] | 0.4 | 0.0
O=C(COc1cccnc1[N+](=O)[O-])N1CCN(S(=O)(=O)c2ccc3ccccc3c2)CC1 | 6.3 | -0.1
CCOC(=O)c1c(C)[nH]c(C(=O)N/N=C/c2ccc(Br)cc2)c1C | -30.2 | 0.2
N#Cc1cccc(Oc2ccc(-c3cnc4ccccc4n3)cc2)c1C#N | -0.8 | 0.3
COc1cccc(OCCNc2cc(N3CCOCC3)ccc2[N+](=O)[O-])c1 | -0.2 | 0.1
CC(=O)Nc1ccc(NC(=O)COC(=O)C2(c3ccc(Cl)cc3)CCCC2)cc1 | -1.6 | 0.0
CNC[C@H]1Oc2c(NS(C)(=O)=O)cccc2C(=O)N(C)C[C@H]1C | -10.8 | 0.2
Cc1cccc(C(=O)NC(=S)N2CCc3ccccc3C2)c1 | -0.3 | 0.1
CCCCSc1nnc(-c2ccc(NC(C)=O)cc2)n1C | -1.7 | -0.1
Cc1cc(C)c(S(=O)(=O)N2CCCCC2)c(C)c1N(C)S(=O)(=O)c1ccc(Cl)cc1 | -3.9 | -0.1
Cc1cc(-c2n[nH]c(=S)n2/N=C/C=C/c2ccccc2)n[nH]1 | 7.0 | 0.2
Cc1cc(=O)oc2c(C(=O)/C=C\c3cccs3)c(O)ccc12 | -50.7 | -0.1
C[C@H]1CC=CC[C@H](c2ccc3c(c2)OCO3)NC(=O)[C@H](C)N(C)C(=O)c2ccccc2O1 (mixture of isomers) | 5.8 | 0.1
C/C=C/c1cccc(-c2nc(C(=O)NC3CCC3)cc3c2[C@H](CCO)N([S@@](=O)C(C)(C)C)C3)c1 | 0.0 | 0.0
C=CCOc1ccc(C=Nc2ccc(Cl)cc2)c(O)c1 | -2.7 | 0.1
CC(NC(=S)Nc1c(Br)cccc1OC(F)F)C(C)(C)C (centres undefined) | 5.1 | 0.2
CC(=O)N1[C@@H]2CN(C(=O)NC(C)C)C[C@H]1C2c1ccc(Br)cc1 (some centres undefined) | -23.0&3.7 | 0.4&-0.1
COc1ccc(OCC(=O)OCC(=O)NCc2ccc(F)cc2)cc1 | 0.6 | -0.1
COc1cccc(CN(C)CC(=O)Nc2cc3oc4ccccc4c3cc2OC)c1 | -13.2 | 0.2
COc1cccc(OCCn2cc(/C=N/NC(=O)c3ccncc3)c3ccccc32)c1 | -3.0 | 0.0
C[C@H]1CC=CC[C@H](c2cccc(Cl)c2)NC(=O)[C@H](C)N(C)C(=O)c2ccccc2O1 (mixture of isomers) | 4.6 | 0.0
C=CCOc1cccc(NC(=O)c2ccccc2SC)c1 | -6.9 | 0.0
O=C(COC(=O)c1cccc(C(F)(F)F)c1)NCc1ccccc1 | 1.6 | 0.1
CN(C)c1ccc(/C=N/NC(=O)Cn2nnc3ccccc32)cc1 | 0.3 | 0.3
O=C(NCc1ccccn1)c1cccc(NS(=O)(=O)c2cccc(Cl)c2)c1 | -6.5 | -0.1

Random excerpt: three entries already listed.
SMILES | FN deposit inh | Xi reactivation
O=C(NCc1ccccn1)c1cccc(NS(=O)(=O)c2cccc(Cl)c2)c1 | -6.5 | -0.1
COc1ccc(OCC(=O)OCC(=O)NCc2ccc(F)cc2)cc1 | 0.6 | -0.1
CC(NC(=S)Nc1c(Br)cccc1OC(F)F)C(C)(C)C (centres undefined) | 5.1 | 0.2

Further compounds follow:
SMILES | FN deposit inh | Xi reactivation
COc1ccccc1OCC(=O)NCCC1=CCCCC1 | -7.3 | 0.2
N#C/C(=C/c1cn(CC(=O)O)c2ccccc12)c1ccc(F)cc1 | 5.7 | 0.0
O=C(NN1C(=O)C2C3C=CC(C3)C2C1=O)c1ccncc1 (centres undefined) | -3.8 | 0.4
CCN(CC)S(=O)(=O)c1ccc(NC(=O)COc2nc3ccccc3nc2N2CCOCC2)cc1 | -5.6 | 0.2
NC(=O)c1cc[n+](CC(=O)c2ccc(NC(=O)c3ccccc3)cc2)cc1 | -2.8 | 0.0
COc1cccc(CN2CCCCN3[C@@H](CO)[C@@H](c4ccc(-c5ccccc5OC)cc4)[C@@H]3C2)c1 | -3.1 | 0.0
CO[C@@H]1CN(C)C(=O)c2cc(NC(=O)NC3CCCC3)ccc2OC[C@H](C)N(CC2CC2)C[C@H]1C | -2.0 | 0.2
CCCn1c(=N)c(C#N)cc2c(=O)n3ccccc3nc21 | -6.5 | 0.1
COc1ccc(NC(=O)c2ccc(-c3ccccc3)cc2)cc1NS(=O)(=O)c1ccc(F)cc1 | 2.5 | 0.0
O=C(COC(=O)CCSc1ccc(Cl)cc1)Nc1ccc(F)cc1 | 1.5 | 0.1
CC(C)NC(=O)Nc1cccc2c1O[C@@H](CN(C)C(=O)NC(C)C)[C@H](C)CN(C)C2=O | -6.1 | -0.1
CCOC(=O)c1cc(C(=O)OCC)c(=O)[nH]c1C | -1.6 | 0.1
Cc1cc(C)c(C(=O)/C=C/C=C/c2ccccc2)c(=O)[nH]1 | -1.0 | 0.2
CCc1cccc(C)c1NC(=O)COn1nnc2ccc(C(F)(F)F)cc21 | -7.3 | 0.2
O=C(COc1ccc(Br)cc1)N/N=C1/SCC(=O)N1Cc1ccccc1 | 2.3 | 0.0
CSc1nc2ccc(NC(=O)c3ccco3)cc2s1 | -5.1 | 0.2
CCCOc1cccc(-c2nc3ccccc3c(=O)o2)c1 | -1.7 | 0.0
COc1ccc(NCc2ccc([N+](=O)[O-])s2)cc1 | -7.8 | 0.0
CCO/N=C(/C)c1c(O)cc(-c2ccccc2)n(-c2ccccc2)c1=O | 1.8 | 0.5
COc1cccc(C#Cc2ccc3c(c2)[C@H]2[C@H](CCN2C(=O)c2ccc(F)cc2)[C@H](CO)N3)c1 | -15.1 | 0.1
O=C(O)c1ccc2c(c1)C(=O)N(NC(=O)c1ccc(O)cc1)C2=O | 6.2 | 0.2
CC1(C)C(=O)OC(c2cccn2-c2ccc([N+](=O)[O-])cc2)C(C)(C)C1=O (centres undefined) | 6.7 | 0.2
CCC(=O)Nc1cc(C(C)(C)C)ccc1C(C)=O | 7.9 | 0.4
O/N=C/c1ccc(OCc2ccccc2)c(Cl)c1 | 3.1 | 0.2
O=C(O)/C=C\C(=O)NC1CCCCC1 | 1.5 | 0.0
Cc1ccc(CNC(=O)COC(=O)c2cc3c(s2)CCC(C)C3)cc1 (centres undefined) | -2.0 | 0.2
Cc1ccccc1OCCC(=O)NCCc1ccc(S(N)(=O)=O)cc1 | 5.0 | 0.0
O=C(NNC(=S)Nc1ccc(Cl)cc1)c1ccccc1OC(F)F | 4.4 | 0.0
O=C(NCc1cccc(Cl)c1)NCc1cccc(Cl)c1 | 1.9 | 0.3
COc1ccc(S(=O)(=O)N2CCC(CN3C(=O)c4cccc5cccc(c45)C3=O)CC2)cc1 | 12.7 | 0.1

5 entries from above, as tab-separated lines.
structure	FN deposit inh	Xi reactivation
C[C@H]1CC=CC[C@H](c2cccc(Cl)c2)NC(=O)[C@H](C)N(C)C(=O)c2ccccc2O1 (mixture of isomers)	4.6	0.0
C=CCOc1cccc(NC(=O)c2ccccc2SC)c1	-6.9	0.0
O=C(COC(=O)c1cccc(C(F)(F)F)c1)NCc1ccccc1	1.6	0.1
CN(C)c1ccc(/C=N/NC(=O)Cn2nnc3ccccc32)cc1	0.3	0.3
O=C(NCc1ccccn1)c1cccc(NS(=O)(=O)c2cccc(Cl)c2)c1	-6.5	-0.1

(further entries)
SMILES | FN deposit inh | Xi reactivation
Cn1cc(C(=O)Nc2ccc(F)c(Cl)c2)cn1 | 2.1 | 0.0
CCOc1ccc(NC(=O)CSc2ncn[nH]2)c([N+](=O)[O-])c1 | 2.0 | 0.9
CC(C)(C)NC(=S)NNC(=O)c1ccccc1Cl | 3.5 | 0.3
C[C@@H]1CN(C)C(=O)c2cccc(N)c2O[C@@H]1CN(C)S(C)(=O)=O | 0.4 | -0.1
C[C@H]1CN(C)C(=O)Cc2cc(N(C)C)ccc2O[C@H]1CN(C)C | 1.3 | 0.1
NNC(=S)NCc1ccc2c(c1)OCO2 | 4.1 | 0.0
CC(=O)N(C)C[C@H]1Oc2ccc(NC(=O)NC(C)C)cc2C(=O)N(C)C[C@H]1C | -7.1 | 0.4
COc1ccc(CCNC(=O)C/C(C)=N/NC(=O)C23CC4CC(CC(C4)C2)C3)cc1OC | 3.4 | -0.1
COc1cccc(C2CC(c3cccs3)=NN2C(=O)CSc2nc3ccccc3o2)c1OC (centres undefined) | 2.5 | 0.1
O=C(CSc1ccccc1)Nc1nc2ccccc2[nH]1 | 7.0 | 0.9
CC(C(=O)NCCN1C(=O)S/C(=C\c2cccs2)C1=O)N1C(=O)c2ccccc2C1=O (centres undefined) | -4.5 | 0.0
O=C1[C@H](Cc2ccc(C(F)(F)F)cc2)CCn2cc(nn2)COC[C@H]2CCCCN12 | -17.8 | 0.0
CC1CCCCN1C(=S)Nc1ccc(OC(F)F)cc1 (centres undefined) | 3.1 | 0.4
Clc1ccc2nc(-c3ccncc3)cc(-c3ccccc3)c2c1 | 1.7 | 0.9
Cc1ccc(C[n+]2cccc(-c3ccccc3)c2)c(C)c1 | -0.3 | 0.4
CC(C)Oc1cccc(-c2cc(C(=O)NC(=S)N(C)c3ccccc3C(=O)O)c3ccccc3n2)c1 | -11.2 | 0.0
Cc1cc(C)nc(SC2CCCCC2NS(=O)(=O)c2ccc(Cl)cc2)n1 (centres undefined) | -2.2 | 0.0
CC(=O)NC(Cc1cc(C)ccc1C)C(=O)N1CCN(C(=O)c2ccccc2Br)CC1 (centres undefined) | 3.8 | 0.0
COc1ccc(-n2c(C)cc(C(=O)COc3ccc(C)nc3[N+](=O)[O-])c2C)cc1 | 2.0 | 0.3
O=C(CSc1nnc(-c2cccnc2)s1)Nc1ccnc2ccccc12 | -2.1 | 0.2
Cc1noc(C)c1NC(=O)N1C[C@H](O)COC[C@@H]2O[C@H](CC(=O)N[C@@H]3CCN(Cc4ccccc4)C3)CC[C@H]21 | 1.1 | 0.2
CC(C(=O)N1CCN(C2c3ccccc3-c3ccccc32)CC1)N1C(=O)c2ccccc2C1=O (centres undefined) | -3.9 | 0.0
C[C@@H]1COCn2nncc2CC[C@H](C)C(=O)N1 | -0.6 | -0.1
CC(=O)N1C[C@@H]2C(c3ccccc3)[C@@H](C1)N2C(=O)NC(C)C (some centres undefined) | -6.5 | 0.1
CCCCOCCCNC(=O)c1cccc(OC)c1 | -3.3 | 0.0
CCC(=O)N1CCc2cc(S(=O)(=O)CCC(=O)Nc3cccc(C)n3)ccc21 | -0.2 | 0.1
CCN(CC)S(=O)(=O)c1ccc(C)c(NC(=S)NNC(=O)C2CC2)c1 | 0.7 | -0.4
Cc1ccc(C(=O)NCCNc2ccc([N+](=O)[O-])cc2C(F)(F)F)cc1 | 15.5 | -0.1
COc1cc(/C=N/N2CCN(C3c4ccccc4-c4ccccc43)CC2)cc(OC)c1O | 6.4 | -0.1
CC(=O)N/C(=C\c1ccccc1)C(=O)OCC(=O)NC(C)C12CC3CC(CC(C3)C1)C2 (centres undefined) | 2.4 | 0.1
CCOC(=O)/C(C#N)=C\c1ccc(O)c(OC)c1 | 6.3 | 0.0
CC1(C)CC2CC(C)(CN2S(=O)(=O)c2ccc(C(=O)Nc3cc(S(=O)(=O)N4CCOCC4)ccc3Cl)cc2)C1 (centres undefined) | -3.9 | 0.0
CCOC(=O)Nc1ccc2c(c1)N(C(=O)N(CC)CC)c1ccccc1CC2 | 1.6 | 0.0
C[C@@H]1COCn2nncc2CC[C@H](Cc2ccc(-c3ccccc3)cc2)C(=O)N1 | 5.8 | 0.0
Cc1ccc(OC(=O)N(C)C[C@H]2OCc3ccccc3-c3ccccc3C(=O)N([C@@H](C)CO)C[C@H]2C)cc1 | -12.6 | 0.4
Cc1oc(C(C)(C)C)cc1C(=O)Nc1cccc(/C=C\C(=O)O)c1 | -1.9 | 0.4
O=C(N/N=C\c1cc(Br)c(Br)o1)c1cncc(Br)c1 | -0.6 | 0.3
O=C1[C@H](Cc2ccc(C(F)(F)F)cc2)CCn2nncc2COC[C@H]2CCCCN12 | -8.2 | 0.2
CNC[C@@H]1Oc2ccc(NC(C)=O)cc2CC(=O)N(C)C[C@H]1C | -8.9 | 0.0
O=C(c1cc2ncc(CCCl)cn2n1)N1CCCCCC1 | -4.3 | 0.2
CCc1nc2ccc(C(=O)O)cc2nc1CC | -3.2 | -0.1
CC(C)c1onc(C(=O)NC2CCCC2)c1[N+](=O)[O-] | -3.4 | 0.0
C=CCn1cc([N+](=O)[O-])nc1C | 2.0 | 0.4
CCOC(=O)c1cn(-c2c(Cl)cccc2Cl)c2cc(Cl)c([N+](=O)[O-])cc2c1=O | -11.3 | 0.0
C[C@@H]1CN(C)C(=O)Cc2cc(N(C)C)ccc2O[C@@H]1CN(C)S(C)(=O)=O | -5.1 | ?

A portion of the library, so the mix of outcomes need not match the whole.
